# aSyn tox rescue: inhibitors of alpha-synuclein toxicity in yeast. Potency, µM (series often up to 46.1 µM), for the others: top-dose growth rescue (activation), actives largely listed as activators. S. cerevisiae alpha-synuclein toxicity rescue, BacTiter-Glo growth, 24 h. 94,000 tested, 0.02% active; active means well fitted activation curve with a large enough effect; inconclusive means small, poorly fitted or top-dose-only effect; further: 0% is about no effect
#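 Growth restoration measured by BacTiter-Glo luminescence after 24 hr at 30 deg C; alpha-synuclein yeast, raffinose-pregrown to mid-log, were added at OD600=0.02 in galactose medium onto pinned compounds.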
# * = called active by the depositor; ? = inconclusive. Potency means the concentration at half of the fitted maximal effect.
SMILES,aSyn tox rescue
CCN(C1CCS(=O)(=O)C1)S(=O)(=O)c1ccc(Cl)s1 (stereo unspecified),-12%
CCN(CC)C(=O)CSc1nc2cc3c(cc2c(=O)n1CCCC(=O)NCc1ccc(OC)cc1)OCO3,2%
COc1ccc(SCc2cc(=O)c3ccc(C)c(C)c3[nH]2)cc1,7%
O=C(CSc1nc2ccccc2[nH]1)N/N=C/c1ccco1,-6%
Cc1cccc(N2CCN(C(=O)c3c4c(nc5ccccc35)C(=O)N(C3CCCCC3)C4)CC2)c1C,-11%
COc1ccccc1N1CCN(c2nc3c(S(=O)(=O)c4ccccc4)nnn3c3ccc(Cl)cc23)CC1,1%
COc1ccccc1C(=O)NC(=O)COC(=O)c1ccc(C)o1,6%
O=C(O)CC(NCc1ccco1)C(=O)Nc1cccc(O)c1 (stereo unspecified),-11%
O=C(Nc1ccc(F)cc1F)c1ccc(-n2cccn2)c([N+](=O)[O-])c1,1%
O=C(NCc1cccs1)c1ccc(CS(=O)Cc2ccc(Cl)cc2)o1 (stereo unspecified),-4%
Cc1ccc(NC(=O)c2ccc3nc(Cc4ccccc4)oc3c2)cc1F,-1%
CCCCN(CCCC)CC(O)COc1ccc(Br)cc1 (stereo unspecified),2%
Cc1ccc(C(=O)NC(=S)Nc2nc(-c3cccc([N+](=O)[O-])c3)cs2)c(Cl)c1,2%
OCC1(O)OC[C@@H](O)[C@H]1O (stereo partly specified),0%
Cc1cc2n(n1)CCCN2C(=O)Nc1ccc(F)c(Cl)c1,-3%
Cc1ccc(NC(=S)N(CCN(C)C)C(C)c2ccco2)cc1Cl (stereo unspecified),-3%
COc1cc(OC)cc(C(=O)Nc2ccc3nc4n(c(=O)c3c2)CCCCC4)c1,6%
C[C@H](CO)N1C[C@H](C)[C@@H](CN(C)S(=O)(=O)c2ccc(Oc3ccccc3)nc2)OCc2cnnn2CCCC1=O,3%
CSc1ccc(/C=C/C(=O)OCC(=O)NC2CCCCCC2)cc1,-3%
O=C(c1cc(S(=O)(=O)N2CCOCC2)ccc1F)N(CCc1ccccc1)Cc1ccccc1,-3%
CC(NC(=O)CCNC(=O)c1ccco1)c1ccccc1 (stereo unspecified),2%
CCCC(CCC)C(=O)Nc1ccc2c(c1)N(C(=O)CCN1CCN(C)CC1)c1ccccc1CC2,-4%
COc1cccc(/C=C(\C#N)c2nc3ccc(C)cc3[nH]2)c1,-20%
Cc1cc(C)c(C(=O)Nc2ccccc2)c(SCC(=O)Nc2ccc(Br)cc2C)n1,1%
COc1ccccc1OCC(=O)N(Cc1cccs1)C1CCS(=O)(=O)C1 (stereo unspecified),2%
# (listing goes on)
SMILES,aSyn tox rescue
Cc1cc(C)c(S(=O)(=O)N2CCCC(C(=O)NC3CCCC3)C2)c(C)c1 (stereo unspecified),8%
CCOC(=O)c1cccc(NC(=O)C2CCCN(S(=O)(=O)c3cc(Br)cc4c3N(C(=O)CC)CC4)C2)c1 (stereo unspecified),-7%
CCCCNC(=O)c1ccc(CS(=O)(=O)Cc2ccccc2F)o1,17%
Cc1nc2nc(CNC(=O)c3cccc(F)c3)nn2c(C)c1CCC(=O)Nc1cccc(Cl)c1,0%
Cc1cccc(CCNC(=O)c2cc3c(=O)[nH]c4ccc(C)cc4c3s2)c1,-1%
COc1ccc2c(C)c(CCC(=O)NCc3ccccc3Cl)c(=O)oc2c1C,-3%
O=C(CSc1nnc2c(n1)[nH]c1ccc(F)cc12)NC1CC1,0%
CCCCc1c(C)[nH]c(=S)[nH]c1=O,2%
CCCn1c(SCC(=O)NC(C)C)nc2sc3c(c2c1=O)CCC3,-4%
COc1cc2c(cc1OC)C(COc1ccc(F)cc1)N(C(=O)C(C)C)CC2 (stereo unspecified),6%
CN(Cc1ccccc1F)C(=O)c1ccc2c(=O)n3c(nc2c1)CCC3,-4%
CCCC1=Nc2cc(C(=O)NC3CCCCC3)ccc2Sc2ccc(C)cc21,-2%
COc1ccc2nc3sc(C(=O)N4CCN(c5ccccc5)CC4)cc3cc2c1,-2%
CCC1NC(=O)c2cc3ccccc3cc2-n2c1nc1ccc(OC)cc1c2=O (stereo unspecified),6%
O=C(NC1CCCCCC1)c1ccc([N+](=O)[O-])s1,1%
C(=C\c1nc(N2CCCC2)c2ccccc2n1)/c1ccccc1,-5%
Cc1cccc(NC(=O)CN2C(=O)CC(c3ccccc3)Sc3ccccc32)c1 (stereo unspecified),7%
COc1cc(NC(=O)COc2cc(C)cc3oc(=O)cc(C)c23)cc(OC)c1OC,-11%
CCN(C(=O)CSc1nnc(-c2cc3occc3n2C)n1-c1ccccc1C)c1cccc(C)c1,4%
COCCCN1C(=O)C(CC(=O)NCCc2ccccn2)CC(C(=O)N2CCOCC2)=C1C (stereo unspecified),-10%
COc1ccc(NC(=O)c2ccc(NC(=O)CCS(=O)(=O)c3cccs3)cc2)cc1OC,8%
CCOc1ccc(NC(=O)c2ccc3c(c2)S(=O)(=O)N=C2CCCCCN23)cc1,-2%
Cc1ccc(C)c(C(=O)COC(=O)CCCC(=O)Nc2cc(C(F)(F)F)ccc2Cl)c1,10%
CC(C)NC(=O)N(C)C[C@@H]1OCc2cnnn2CCCC(=O)N([C@H](C)CO)C[C@H]1C,3%
Cc1ccc(CNS(=O)(=O)c2c(C)n(C)c(=O)n(C)c2=O)cc1,-6%
# The results go on.
SMILES,aSyn tox rescue
CC(C)n1cc2c(c1-c1ccccc1Cl)c(=O)n(C)c(=O)n2C,7%
CCN(CC(=O)NCc1ccc(F)cc1)C(=O)c1cccnc1SC,-3%
Cc1ccc(S(=O)(=O)c2nc(-c3cccs3)oc2N2CCCCC2)cc1,3%
CCN(Cc1ccccc1)c1ncnc2c1nnn2C,-16%
CC(=O)c1cnc2sccn2c1=O,-7%
CCN(c1cccc(C)c1)S(=O)(=O)c1ccc2[nH]cc(C(=O)NCCCOC)c(=O)c2c1,-1%
COc1ccc(OC)c(-c2cc(C(=O)Nc3cccc(Cl)c3C)no2)c1,-3%
NCC12CC3CC(C1)CC(c1ccc(Br)cc1)(C3)C2,-20%
CC1CCc2nc3ncn(Cc4ccccc4C#N)c(=O)c3cc2C1 (stereo unspecified),8%
CCOc1cccc(N(C(=O)CCC(=O)Nc2cc(C)on2)C(C(=O)NC(C)(C)C)c2ccc(OC)cc2)c1 (stereo unspecified),4%
Cc1ccc2[nH]c(C)c(CCNC(=O)c3cc4cc(Br)ccc4oc3=O)c2c1,-5%
O=C(CSc1nnc(Cc2ccccc2)o1)NCc1ccc2c(c1)OCO2,3%
O=C(Nc1cccc(Cl)c1)C1CCCN(c2ncnc3c2nc2n3CCCCC2)C1 (stereo unspecified),-2%
Cc1oc2cc3oc(=O)c(CCC(=O)NCCc4ccccc4F)c(C)c3cc2c1C,-15%
Cc1nn(-c2ccccc2)c2nc(N)c(C#N)c(-c3ccc(C(C)(C)C)cc3)c12,10%
COc1ccccc1OCc1nc2ccccc2n1Cc1ccccc1,?
Oc1cccc(NC(=S)Nc2ccc(SC(F)F)cc2)c1,?
CC1CCN(S(=O)(=O)c2cn(CC(=O)Nc3cccc(C(F)(F)F)c3)c(=O)c3ccccc23)CC1,-1%
NS(=O)(=O)c1ccc(-c2ccc(C=O)o2)cc1,3%
COc1cccc(NS(=O)(=O)c2cc3c(cc2C)N(C(C)=O)CCO3)c1,-4%
Cc1ccc(-n2nc(C)c(C(=O)O)n2)c(C)c1,7%
CCc1ccc(NC(=O)CN2C(=O)C(=O)c3ccccc32)cc1,-29%
Cc1cc(C)cc(NC(=O)CCCc2nc(-c3ccco3)no2)c1,-15%
CCCCNc1nc(Oc2ccc(=O)n(-c3ccccc3)n2)nc(N(C)C)n1,7%
COc1ccccc1NC(=O)C1=C(C)Nc2nnnn2C1c1cccc(C)c1 (stereo unspecified),-2%

# Part of the list above, with each value named:
CC1CCN(S(=O)(=O)c2cn(CC(=O)Nc3cccc(C(F)(F)F)c3)c(=O)c3ccccc23)CC1
  aSyn tox rescue: -1%
NS(=O)(=O)c1ccc(-c2ccc(C=O)o2)cc1
  aSyn tox rescue: 3%
COc1cccc(NS(=O)(=O)c2cc3c(cc2C)N(C(C)=O)CCO3)c1
  aSyn tox rescue: -4%
Cc1ccc(-n2nc(C)c(C(=O)O)n2)c(C)c1
  aSyn tox rescue: 7%

# Four entries drawn at random from the list so far, as already listed:
SMILES,aSyn tox rescue
CCCCNc1nc(Oc2ccc(=O)n(-c3ccccc3)n2)nc(N(C)C)n1,7%
CCN(CC(=O)NCc1ccc(F)cc1)C(=O)c1cccnc1SC,-3%
Cc1ccc2[nH]c(C)c(CCNC(=O)c3cc4cc(Br)ccc4oc3=O)c2c1,-5%
NCC12CC3CC(C1)CC(c1ccc(Br)cc1)(C3)C2,-20%

# Further results.
SMILES,aSyn tox rescue
CCc1ccc(CNC(=O)c2cc3c(=O)n(Cc4cccs4)ccc3nc2C)cc1,4%
Cc1ccsc1/C=C/c1n[nH]c(=O)c(C#N)c1C,3%
COc1ccc(N(C(=O)c2snc(C(N)=O)c2N)C(C(=O)NCC2CCCO2)c2ccc3ncccc3c2)cc1OC (stereo unspecified),-12%
Cc1cccc(NC(=O)Cn2c(=O)n(CCC(=O)N3CCc4ccccc4C3)c(=O)c3ccccc32)c1,0%
Cc1ccc(N2C(=O)NC(NC(=O)c3ccc(Cl)cc3)(C(F)(F)F)C2=O)cc1 (stereo unspecified),8%
CCn1cc(C(=O)OCC(=O)c2cc(C)n(-c3ccccc3F)c2C)c(=O)c2ccc(C)nc21,2%
Cc1c(C)n(C)c2ccc(C(=O)NCCCN3CCCCC3)cc12,-6%
COC1CCN(C(=O)c2cc(COc3cc(C)ccc3C)on2)CC1,-1%
Cc1cccc(OCC(=O)N(Cc2ccccc2)c2ccccn2)c1,5%
O=C(CCC(=O)N1CCOc2ccccc21)NCCN1CCOCC1,-2%
Cc1cc(NC(=O)CSc2nc3c([nH]c4ccccc43)c(=O)n2-c2cccc(Cl)c2)no1,-3%
CCOc1ccc(N(CC(=O)Nc2ccc(OC)cc2)C2=NC3CS(=O)(=O)CC3S2)cc1 (stereo unspecified),-6%
CCCCn1c(N)c(N(CCOC)C(=O)CSc2nnc(-c3ccncc3)n2CCC)c(=O)[nH]c1=O,-5%
CC(C)(C)OC(=O)N1CCC(c2c(C(=O)N3CCCCC3)cnn2-c2ccc(F)cc2)CC1,9%
COc1ccc(-c2cc3nc(-c4ccccc4)cc(N4CCN(C(=O)c5ccccc5)CC4)n3n2)cc1,-18%
O=C(NCc1cccc(Cl)c1)c1cnc(N2CCOCC2)c2ccccc12,17%
CC(OC(=O)Cn1cnc2ccccc2c1=O)C(=O)NCc1ccccc1 (stereo unspecified),2%
Cc1cccc(C(=O)N2CCN=C2SCc2ccc([N+](=O)[O-])cc2)c1,13%
O=C(O)CC(NC(=O)Cc1ccc([N+](=O)[O-])cc1)c1ccc2c(c1)OCO2 (stereo unspecified),-4%
CCC(C(=O)NCCc1ccc(OC)c(OC)c1OC)n1nc(C)c2sc3ccccc3c2c1=O (stereo unspecified),1%
COCCNC(=O)NC(=O)CSc1nc(C)c(C)c(C)n1,9%
Clc1ccc(Nc2nc(-c3ccccc3)c3ccccc3n2)c(Cl)c1,-4%
CC1=C(c2ccc(F)cc2)S(=O)(=O)N=C1N1CCC(C(=O)NCCc2cccc(C)c2)CC1,3%
CCCCN(C(=O)CSc1nnnn1C)c1c(N)n(Cc2ccccc2)c(=O)[nH]c1=O,2%
CC(NC(=O)c1ccccc1)C(=O)N/N=C/c1ccco1 (stereo unspecified),-2%
# Next section
SMILES,aSyn tox rescue
CCSc1oc(-c2cccs2)nc1S(=O)(=O)c1ccccc1,-2%
Cc1ccc(N(Cc2cc3ccccc3[nH]c2=O)C(=O)c2cccs2)cc1C,16%
CCOc1ccc(CCNC(=O)COC(=O)C2=NNC(=O)CC2)cc1OCC,5%
Cc1ccc(-c2nc3ccccn3c2Nc2ccccc2)o1,-29%
COc1cc2ccc(-c3ccc4ccccc4n3)cc2cc1OC,7%
O=C(NCCN1CCOCC1)c1cc(-c2cccc(Cl)c2)on1,-8%
NNC(=S)NCc1ccccc1,-13%
CCCc1nnc(NC(=O)CCS(=O)(=O)Cc2ccccc2)s1,5%
O=C(CN1C(=O)c2ccc([N+](=O)[O-])cc2C1=O)Nc1nccs1,0%
c1ccc(-c2cc(-c3cc(-c4ccccc4)on3)no2)cc1,4%
Cc1ccc2oc(-c3cc(NC(=O)c4oc5ccccc5c4C)ccc3Cl)nc2c1,-9%
Cc1ccc(CC(=O)NC2CCCc3ccccc32)cc1C (stereo unspecified),13%
CCOC(=O)c1cnc2ccccc2c1Nc1ccc2c(c1)OCCO2,2%
CCOc1ccc(NS(=O)(=O)c2ccc3c(c2)CCCN3C(=O)C2CCC2)cc1,1%
CCOC(=O)c1cccc(Nc2ccc3cc(S(=O)(=O)N4CCCCC4)ccc3n2)c1,2%
Cc1ccc(S(=O)(=O)N(C)C[C@@H]2OCc3cnnn3CCCC(=O)N([C@@H](C)CO)C[C@H]2C)cc1,-5%
Cc1ccc(-c2noc(-c3ccc(N4CCOCC4)c([N+](=O)[O-])c3)n2)cc1,6%
COc1cc(NC(=O)CCN2CCN(c3ccccc3OC)CC2)cc(OC)c1,-6%
COC(=O)c1cc(/C=C/c2ccccc2)[nH]n1,8%
COc1cccc(C(=O)NNC(=O)C2CCCO2)c1 (stereo unspecified),-4%
COc1ccc(C(=O)CSc2nnnn2C)c(OC)c1,0%
CC(=O)c1cnc(SCC(=O)O)nc1C,-12%

# Screens: PubChem BioAssay, National Center for Advancing Translational Sciences (NCATS)

# The list is partial (hit frequency here may not be typical).
